TrxR1 inh – qHTS Assay for Inhibitors of Mammalian Selenoprotein Thioredoxin Reductase 1 (TrxR1): qHTS. Thioredoxin reductase 1, cytoplasmic (Rattus norvegicus), O89049. recombinant rTrxR1, NADPH fluorescence consumption, selenite substrate. Potency, µM (series often up to 114 µM), without a hit: at the highest dose activity change, negative = inhibition, most hits filed as inhibitors. 390,000 tested, 1% active. AID 588453, 2011; further: on the % scale 0 is the no-effect control and ±100 the full control effect; nearly all actives have a fitted effect of over 65% in size
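Rat TrxR1 (90 nM in the dispensed reagent) was pre-reduced with 400 uM NADPH for 5 min at room temperature, then incubated with compound for 15 min. After 400 uM selenite was added, NADPH fluorescence (Ex 340/Em 450 nm) was followed for 8 min.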
GLS inhibitor – qHTS for Inhibitors of Glutaminase (GLS); AID 624170, 2012; Glutaminase kidney isoform, mitochondrial (Homo sapiens), O94925; GLS enzymatic activity, qHTS titration; 410,000 tested, 0.21% active; Potency, µM (titrated, usually from 45.5 µM), inactives show at the highest dose activity change, negative = inhibition, hits mostly inhibitors; further: on the % scale 0 is the no-effect control and ±100 the full control effect
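hKGA in 45 mM KH2PO4 (pH 8.2), 0.02% Tween-20 with compound, then 1mM L-Glutamine (stock as added) plus glutamate oxidase/HRP/Amplex red coupling mix. Fluorescence read initially and after 30 min at RT; signal change reflects glutamate formation.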
ALOX12 inh – Primary qHTS assay for inhibitors of human arachidonate 12S-lipoxygenase (ALOX12): Round 2. Potency, µM (titrated, usually from 108 µM), without a hit: at the top dose activity change, negative = inhibition, actives largely listed as inhibitors. AID 1671190, 2021. purified 12hLO, xylenol orange hydroperoxide absorbance. Polyunsaturated fatty acid lipoxygenase ALOX12 (Homo sapiens), P18054. 580,000 tested, 1.1% active; further: on the % scale 0 is the no-effect control and ±100 the full control effect
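Purified human 12hLO at 150 nM in 25 mM Hepes, 0.01% Triton X-100, pH 7.0, preincubated 15 min at room temperature with compound. Reaction started with 40 uM arachidonic acid, 30 min at room temperature. Hydroperoxide measured by Fe-xylenol orange, 573/405 nm absorbance ratio.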
Tb PGK inh – qHTS Assay to Find Inhibitors of Phosphoglycerate Kinase; PGK/GAPDH coupled, Kinase-Glo luminescence, 60 min; Potency, µM (doses to about 57.5 µM), without a hit: at the top dose activity change, negative = inhibition, hits mostly inhibitors; 380,000 tested, 0.043% active; AID 602233, 2012; further: on the % scale 0 is the no-effect control and ±100 the full control effect; nearly all actives have a fitted effect of over 60% in size
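Luminescent ATP detection (Kinase-Glo Plus) follows a 60-minute room-temperature incubation, with wells lacking PGK as controls. Buffer: 100 mM TEA (pH 7.6), 5 mM MgCl2, 0.01% Tween-20. Coupling enzyme GAPDH (100 nM final) supplies unstable 1,3-BPG in-well.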
RGS4 inh – Inhibitors of Regulator of G Protein Signaling (RGS) 4: qHTS; Transcreener GDP fluorescence polarization, RGS4-accelerated GTP hydrolysis; AID 504845, 2011; Potency, µM (series often up to 114 µM), inactives show top-dose activity change, negative = inhibition, most hits filed as inhibitors; 390,000 tested, 0.039% active; further: on the % scale 0 is the no-effect control and ±100 the full control effect; nearly all actives have a fitted effect of over 75% in size; some results filed as inactive show a strong effect at the top dose
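MLSMR compounds (23 nl, pin-transferred) preincubated 10 min at room temperature with a 500nM (2x) first reagent, then RGS4 at 900nM (2x) plus Transcreener GDP mix added; fluorescence polarization (620/688 nm) read before and after 90 min at 30 °C.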
ERG-DNA inh – qHTS for Small Molecule Inhibitors of the ERG Ets/DNA interaction; Transcriptional regulator ERG (Homo sapiens), P11308; fluorescence polarization, His-ERG Ets domain / labelled DNA; Potency, µM (top dose mostly 76.9 µM), for inactives: top-dose FP activity, negative = inhibition, actives largely listed as inhibitors; 370,000 tested, 0.028% active; AID 624246, 2012; active means well fitted inhibition curve with a large enough effect in the polarisation, with a control signal flat; inconclusive means small, poorly fitted or top-dose-only effect, or effect the other way, or a change in a side signal; inactive means no such curve, though single readings can be large or run the other way; the % refers to the polarisation;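 further: polarization taken with two DNA probes labelled with fluorescein and Texas red; % of control where 0% means no effect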
Target sequence (P11308 whole entry, looked up, the tested form may be a part): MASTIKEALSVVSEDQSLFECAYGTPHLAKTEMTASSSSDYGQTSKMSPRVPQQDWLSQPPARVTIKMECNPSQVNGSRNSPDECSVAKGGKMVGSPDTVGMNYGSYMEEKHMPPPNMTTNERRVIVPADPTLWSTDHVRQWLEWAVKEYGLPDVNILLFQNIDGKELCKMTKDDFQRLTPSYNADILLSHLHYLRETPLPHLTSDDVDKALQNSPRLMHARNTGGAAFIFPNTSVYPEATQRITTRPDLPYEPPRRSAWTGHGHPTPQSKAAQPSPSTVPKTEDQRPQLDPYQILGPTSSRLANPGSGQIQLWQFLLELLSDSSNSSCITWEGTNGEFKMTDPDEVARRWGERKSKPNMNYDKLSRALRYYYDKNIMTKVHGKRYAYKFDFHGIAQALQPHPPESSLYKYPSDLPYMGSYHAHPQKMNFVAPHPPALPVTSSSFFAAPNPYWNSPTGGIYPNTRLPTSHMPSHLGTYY
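His-tagged ERG Ets domain (1 uM in the protein solution; 300mM KCl, 50mM Tris-HCl, 1mM EDTA, 1mM DTT, pH 7.5) received compound, then a probe mix of 5 nM fluorescein-DNA and 100nM Texas-615-DNA. Fluorescence polarization was read for both dyes.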
HP1b binding inh – HTS for Inhibitors of HP1-beta Chromodomain Interactions with Methylated Histone Tails. Chromobox protein homolog 1 (Homo sapiens), P83916. AlphaScreen HP1-beta / biotin-H3K9me3 peptide binding. Potency, µM (series often up to 114 µM), without a hit: at the top dose activity change, negative = inhibition, most hits filed as inhibitors. 390,000 tested, 0.56% active. AID 540317, 2011; further: nearly all actives have a fitted effect of over 70% in size; inactives centre near 23
Target sequence (P83916 whole entry, looked up): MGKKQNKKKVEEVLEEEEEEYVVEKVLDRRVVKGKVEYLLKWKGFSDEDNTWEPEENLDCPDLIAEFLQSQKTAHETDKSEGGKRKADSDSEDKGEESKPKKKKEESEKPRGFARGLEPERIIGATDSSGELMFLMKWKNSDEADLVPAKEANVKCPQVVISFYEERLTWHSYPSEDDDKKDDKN
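Compound inhibition of the preformed complex between 50 nM HP1-beta and 50 nM biotinylated H3K9me3 peptide was read by AlphaScreen. Buffer was PBS pH 7.4 with 0.01% Tween-20. Incubations ran 30 min at room temperature, with 10 ug/mL donor/acceptor beads.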
JMJD2A Tudor inh – qHTS Assay for Inhibitors of JMJD2A-Tudor Domain; AID 504339, 2011; AlphaScreen JMJD2A-Tudor / H3K4me3 peptide binding; Lysine-specific demethylase 4A (Homo sapiens), O75164; Potency, µM (highest dose often 114 µM), for inactives: top-dose activity change, negative = inhibition, most hits filed as inhibitors; 390,000 tested, 4.4% active; further: on the % scale 0 is the no-effect control and ±100 the full control effect; nearly all actives have a fitted effect of over 50% in size
Pin1 inhibitor – qHTS Assay to Find Inhibitors of Pin1; Pin1 FP peptide displacement, HiFluor488, 10 min; Potency, µM (top dose mostly 115 µM), without a hit: at the top dose activity, negative = inhibition, most hits filed as inhibitors; 390,000 tested, 0.009% active; Peptidyl-prolyl cis-trans isomerase NIMA-interacting 1 (Homo sapiens), Q13526; active means well fitted inhibition curve with a large enough effect in the polarisation, with a control signal flat, not every such curve was filed as active; inconclusive means small, poorly fitted or top-dose-only effect, or effect the other way, or a change in a side signal; inactive means no such curve, though single readings can be large or run the other way; the % refers to the polarisation; further: on the % scale 0 is the no-effect control and ±100 the full control effect
Target sequence (Q13526 whole entry, looked up): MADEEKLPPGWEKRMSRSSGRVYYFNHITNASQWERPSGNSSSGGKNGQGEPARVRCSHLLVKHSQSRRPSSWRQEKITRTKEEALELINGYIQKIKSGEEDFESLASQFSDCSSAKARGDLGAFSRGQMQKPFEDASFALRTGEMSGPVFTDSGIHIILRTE
Numbers without * were called inactive; i = inactive; ? = inconclusive; . = not tested or not shown; & = joins results of further samples; [ ] = dose if it differs, or a comment. Unless noted, the call rests on the fitted dose curve; in most records, active means well fitted curve in the direction sought with a large enough effect; inconclusive means small, poorly fitted or top-dose-only effect, or another doubt; inactive means no such curve, though single readings can be large; an effect the other way counts as inactive or inconclusive. Potency means the concentration at half of the fitted maximal effect.

mol,TrxR1 inh,GLS inhibitor,ALOX12 inh,Tb PGK inh,RGS4 inh,ERG-DNA inh,HP1b binding inh,JMJD2A Tudor inh,Pin1 inhibitor
CCOC(=O)c1ccc(N2C(=O)CC(N(Cc3ccc4c(c3)OCO4)C(=O)Nc3ccccc3)C2=O)cc1 (configuration not stated),13%[57.1 µM],-6%,8%,i,-25%,4%,7%,-6%,3%
c1coc(-c2nc3nc4ccccc4nc3n2-c2ccc3c(c2)OCCO3)c1,5%,4%,?,13%,20%,-1%,12%,-8%,11%
COc1ccc(Nc2oc(-c3ccccc3F)nc2C#N)cc1,-19%[57.1 µM],?,4%,-3%,-7%,8%,10%,-4%,-8%
CC(=O)N1CCN(Cc2nc3cc(NC(=O)COc4ccccc4)ccc3n2C)CC1,18%[57.1 µM],-10%,-22%,-1%,-10%,4%,47%[activator],-35%,-3%
COc1ccc(OC)c(S(=O)(=O)N2CCC(C(=O)Nc3cccc(C(F)(F)F)c3)CC2)c1,17%[57.1 µM],-1%,?,-2%,30%,10%,?,-28%,0%
O=C1C2(c3ccccc3)CN(CCO)CC1(c1ccccc1)CN(CCO)C2,9%[57.1 µM],5%,-2%,-7%,-16%,-12%,50%[activator],0%,-2%
O=c1cc(Cl)c(-c2ccccc2)nn1Cc1ccc(Cl)cc1,23%[57.1 µM],-8%,-23%,i,-6%,-17%,105%[activator],65%[activator],0%
Cc1cccc(CNC(=O)c2ccc3nc(Cc4ccccc4F)oc3c2)n1,-10%,-1%,474%[activator],-10%,-4%,8%,20%,-22%,-6%
Cc1ccccc1NC(=O)COc1ccc(Br)cc1C,4%[57.1 µM],-2%,-4%,-4%,-29%,-16%,55%[activator],5%,-5%
COc1ccccc1CNC(=O)C1CCN(S(=O)(=O)c2c(C)noc2/C=C/c2cccs2)CC1,25%,-15%,-28%,-8%,-13%,14%,6%,-22%,?
CN(Cc1ccccc1)S(=O)(=O)c1ccc(OCC(=O)Nc2cccc([N+](=O)[O-])c2)cc1,-17%,5%,14%,-1%,-16%,.,7%,-19%,-1%
Nc1ccccc1SCC1CSc2nc3ccccc3c(=O)n21 (configuration not stated),23%,7%,-6%,-3%,-10%,8%,7%,-14%,-1%
Cc1cc(NC(C)c2ccccc2)n2ncc(-c3ccccc3)c2n1 (configuration not stated),46%[activator],2%,1%,-2%,12%,7%,132%[activator],111%[activator],9%
Cc1ccc2c3c(cccc13)-c1ccccc1C2=O,5%,0%,3%,-2%,0%,9%,30%,-11%,?
CC1(CCc2ccccc2)NC(=O)N(CC(=O)Nc2ccc(S(N)(=O)=O)cc2)C1=O (configuration not stated),16%,116%[activator],-1%,1%,11%,4%,?,3%,5%
Cc1onc(-c2ccccc2)c1C(=O)N1CCCC(C(F)(F)F)C1 (configuration not stated),13%,-5%,-2%,-6%,10%,15%,34%[activator],-1%,-1%
COc1ccc(CNCCC2(C(C)C)CCOC(C)(C)C2)cc1 (configuration not stated),-2%,-3%,-6%,-2%,28%,?,57%[activator],-18%,4%
CC(=O)Nc1ccc(S(=O)(=O)N2CCCC2)cc1,1%,2%,-3%,-7%,-3%,9%,41%[activator],2%,8%
C/C=C(/C)C(=O)Nc1cccc(C2=NOC3(C2)C[C@@H](C(N)=O)N(C(=O)CC)C3)c1 (some centres not stated),20%[57.1 µM],3%,2%,0%,20%,-3%,23%,-16%,0%
CS(=O)(=O)N(Cc1nc2sc3c(c2c(=O)[nH]1)CCCC3)C1CCCCC1,8%[57.1 µM],5%,.,-6%,-5%,-2%,17%,-29%,0%
CCCNc1nc2c(c(=O)n(C)c(=O)n2C)n1CCCc1ccccc1,27%,0%,0%,-8%,-19%,2%,40%[activator],-10%,-20%
Cc1ccccc1C(=O)NCc1ccc2c(c1)CCN2C(=O)c1ccccc1,11%[57.1 µM],3%,?,-13%,10%,0%,9%,-17%,-15%
Cc1c(C(=O)N2CCC(C)CC2)c(S(=O)(=O)NCc2ccc(Br)cc2)c(C)n1C,18%[57.1 µM],2%,?,3%,-13%,11%,4%,-25%,-3%
COc1cc(NC(=O)CN(C)S(=O)(=O)c2ccc3c(c2)CC(C)N3C(C)=O)cc(OC)c1OC (configuration not stated),-1%,1%,-1%,-9%,-8%,2%,7%,-15%,-2%
Cc1ccc(-c2nnn(CC(=O)Nc3ccccc3-c3ccccc3)n2)c(-n2cnnn2)c1,5%,4%,452%[activator],-4%,?,4%,-4%,-11%,15%
CCc1cccc(Nc2cnn(C34C[C@@H]5C[C@@H](CC(CC(=O)O)(C5)C3)C4)c(=O)c2Cl)c1,-4%,-4%,-12%,5%,14%,0%,-9%,1%,4%
COc1ccc(NC(=O)C2CCCN2S(=O)(=O)c2cccc3cccnc23)cc1OC (configuration not stated),16%&6%,-3%&3%,3%&0%,-1%&-3%,8%&12%,6%&2%,3%[57 µM],-17%&1%,1%&0%
COc1ccc(C=Nc2cccnc2N)cc1,12%,-6%,.,4%,-4%,5%,22%,-12%,?
O=C1C(Oc2ccccc2)C(c2ccc3c(c2)OCO3)N1CCc1ccc(F)cc1 (configuration not stated),19%,10%,-5%,-4%,4%,-7%,15%,-9%,2%
CC(=O)Nc1ccc(C(=O)COC(=O)CN2C(=O)NC3(CCCCC3C)C2=O)cc1 (configuration not stated),5%,4%,?,2%,15%,-9%,21%,2%,3%
O=C(Nc1sc2c(c1C(=O)NCc1ccco1)CCCC2)c1ccc2c(c1)OCO2,?,-2%,?,-3%,?,15%,24%,-12%,57%[activator]
O=C(c1nn(Cc2ccccc2)c(=O)c2ccccc12)N1CCN(C/C=C/c2ccccc2)CC1,-16%,-3%,345%[activator],-3%,2%,-12%,-3%,-35%,4%
COc1ccc(NC(=O)CN(C)S(=O)(=O)c2ccc3nc(C)sc3c2)cc1Cl,3%,-11%,-24%,.,13%,1%,26%,1%,-2%
COc1ccc(C(=O)NCCNC(C)=O)cc1S(=O)(=O)NCc1ccc(Cl)cc1,-6%,.,-21%,-1%,-9%,-2%,21%,3%,1%
Cc1c(C)c2c(OCC(=O)O)cc3c(c2oc1=O)CCC(C)(C)O3,?,-1%,5%,.,-4%,-7%,58%[activator],-1%,11%
Oc1ccc(C[C@H]2CNC(=S)N2CC2CCCN2C[C@H](Cc2ccccc2)N2C[C@H](Cc3ccc(O)cc3)N(CCc3ccccc3)C2=S)cc1 (some centres not stated),13%,22%,?,7%,14%,2%,-3%,-27%,3%
COCCNC(=S)N1CCC(c2nc(-c3ccc(N(C)C)cc3)no2)CC1,18%,46%[activator],-2%,-1%,-2%[11.4 µM],10%,-33%,?,-8%
NC(=O)c1ccc(NC(=O)C2CCN(S(=O)(=O)Cc3ccccc3)CC2)cc1,8%,0%,-8%,-12%,27%,4%,20%,-4%,-10%
CC(C)(C)CC(C)(C)NCC(O)COc1ccc2c(c1)CCC2 (configuration not stated),1%,-9%,-11%,-2%,-19%,-7%,21%,-15%,-6%
COc1cc(C)nc(NC(=O)NC(=O)c2ccc(C(F)(F)F)cc2)n1,11%,-5%,-27%,-3%,8%[11.4 µM],-3%,21%,-31%,0%
CCCn1ncc(CN2CCC(Oc3ccc(C(=O)N4CCCC4)cc3)CC2)c1C,4%,-6%,15%,-8%,5%,-8%,20%,-13%,-2%
COc1cc2c(cc1OC)C(=O)N1[C@H]3c4cc(C)ccc4OC[C@@H]3[C@H](c3ccccc3)[C@]1(C)C(=O)N2,-5%,-8%,-19%,i,-9%,-17%,30%,-30%,20%
[O-][n+]1c2ccccc2cc2ccccc21,16%,27%,3%,-8%,?,-15%,21%,?,-18%

This is a subset (hit frequency here may not be typical).
